Furin inh – human furin inhibitors, primary screen, biochemical, fluorescence intensity; P09958; purified furin, fluorogenic substrate cleavage; inhibition, % at 30 µM; actives 0.061% (n = 220,000); in the data active means inhibition above about 25%; further: inactives centre near -15
p97 ATPase inh – inhibitors of human p97 ATPase, primary screen, biochemical. Transitional endoplasmic reticulum ATPase (Homo sapiens), P55072. recombinant p97 ATPase, Kinase-Glo ATP luminescence, 3 h. inhibition, % at 8 µM. actives 0.42% (n = 220,000). AID 1481, 2009; in the data active means inhibition above about 15%;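 further: 0% = DMSO vehicle and 100% = wells lacking enzyme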
Target sequence (P55072 whole entry, looked up): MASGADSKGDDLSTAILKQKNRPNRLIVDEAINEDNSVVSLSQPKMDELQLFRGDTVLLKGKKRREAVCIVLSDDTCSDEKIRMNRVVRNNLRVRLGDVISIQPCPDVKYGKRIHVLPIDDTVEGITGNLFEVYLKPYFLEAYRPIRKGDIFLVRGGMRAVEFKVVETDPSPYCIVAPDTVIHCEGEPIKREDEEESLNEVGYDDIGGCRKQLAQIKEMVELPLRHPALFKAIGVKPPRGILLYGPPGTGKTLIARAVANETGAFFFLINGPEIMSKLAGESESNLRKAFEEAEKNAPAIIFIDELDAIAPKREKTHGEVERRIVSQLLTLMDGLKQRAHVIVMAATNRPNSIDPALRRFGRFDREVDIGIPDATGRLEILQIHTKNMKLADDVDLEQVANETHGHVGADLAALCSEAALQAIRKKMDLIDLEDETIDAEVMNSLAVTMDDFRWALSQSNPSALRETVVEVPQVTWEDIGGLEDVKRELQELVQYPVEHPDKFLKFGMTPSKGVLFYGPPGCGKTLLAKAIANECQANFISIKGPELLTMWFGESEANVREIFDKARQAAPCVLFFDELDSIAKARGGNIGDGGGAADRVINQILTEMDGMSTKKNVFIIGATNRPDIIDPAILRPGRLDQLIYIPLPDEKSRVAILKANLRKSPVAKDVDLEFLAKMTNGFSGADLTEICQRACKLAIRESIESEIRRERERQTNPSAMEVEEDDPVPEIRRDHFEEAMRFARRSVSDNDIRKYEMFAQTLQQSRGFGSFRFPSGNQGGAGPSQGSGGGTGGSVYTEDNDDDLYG
TbHK1 inh – Trypanosoma brucei hexokinase 1 inhibitors, primary screen, biochemical, G6PDH-coupled NADH absorbance, MLSCN library; recombinant TbHK1, G6PDH-coupled NADH A340; inhibition, % at 10 µM; actives 0.11% (n = 220,000);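 active means inhibition of 50% or more in the single-dose primary screen; inactive means inhibition below 50%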
PPC-1+TRAIL kill – compounds killing PPC-1 cancer cells with TRAIL present, primary screen, TRAIL potentiator project, ATPLite luminescence, uHTS. PPC-1 cells + TRAIL, ATPLite viability luminescence. cell killing (% activity), % at 4 µM. actives 0.41% (n = 220,000);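 active means cell killing above 50% in the first pass at 4 µM, then a duplicate retest at 5 µM averaging 50% or more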;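 further: plate controls were cells with TRAIL plus DMSO for no effect and medium-only wells lacking cells for full effect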
PGE2 EP2 inh – human EP2 receptor antagonists, primary screen, TR-FRET cAMP, C6 glioma cells; Prostaglandin E2 receptor EP2 subtype (Homo sapiens), P43116; C6 glioma cells expressing human EP2; cells stimulated with saturating PGE2; inhibition, % at 25 µM; actives 0.52% (n = 260,000);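 active means percent inhibition above 40 after rounding to a whole number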;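 further: rat C6 glioma host cells with rolipram phosphodiesterase inhibitor present; the protocol text gives 20 µM as final concentration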
Ba/F3 V617F tox – reduced viability of JAK2V617F-dependent Ba/F3 cells, primary screen, JAK2V617F inhibitor project, cell-based, Ba/F3 EpoR-JAK2V617F, luminescence; ATP luminescence; inhibition, % at 5.6 µM; actives 1.1% (n = 220,000); AID 1446, 2008;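 active means inhibition above the campaign mean plus 3 SD over all tested compounds, cut at about 24% in these data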;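 further: cytokine-independent growth of Ba/F3 cells driven by EpoR plus mutant JAK2; 0% = DMSO-treated cells and 100% = JAK inhibitor I control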
p47phox inh – p47phox/p22phox peptide binding inhibitors, primary screen, biochemical, uHTS, NADPH oxidase regulatory subunit; Neutrophil cytosol factor 1 (Homo sapiens), P14598; inhibition, % at 24.7 µM; actives 0.53% (n = 220,000); AID 1274, 2008; fluorescence polarization, 2 h;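 active means inhibition above about 30%, limit read from the data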;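 further: 0% = p47phox with labelled peptide and 100% = labelled peptide alone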
BaF3 parental – parental Ba/F3 cell viability inhibition, counter-screen for JAK2V617F inhibitor project, murine pro-B, CellTiter-Glo luminescence | CellTiter-Glo ATP luminescence | inhibition, % at 5.6 µM | actives 1.1% (n = 220,000);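 active means inhibition above a per-campaign cutoff, the mean inhibition of all tested compounds plus 3 SD, cut at about 27% in these data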;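 further: 0% = DMSO wells and 100% = JAK Inhibitor I control wells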
RBBP9 inhibitor – human RBBP9 inhibitors, primary screen, biochemical, fluorescence polarization, FP-Rh probe, HTS | AID 1515, 2009 | actives 0.2% (n = 220,000) | recombinant RBBP9 | inhibition, % at 7.94 µM;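 active means inhibition above the campaign mean of all tested compounds plus 3 SD, cut at about 14% in these data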;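 further: plate controls were DMSO wells with RBBP9 for no effect and wells lacking RBBP9 protein for full effect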
Target sequence (O75884 whole entry, looked up): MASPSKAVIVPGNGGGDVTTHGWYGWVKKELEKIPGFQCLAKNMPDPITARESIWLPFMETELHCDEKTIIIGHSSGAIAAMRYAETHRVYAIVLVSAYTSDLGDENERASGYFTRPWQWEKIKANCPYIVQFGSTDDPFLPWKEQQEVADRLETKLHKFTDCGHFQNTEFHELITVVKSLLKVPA
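Measured by – fluorescence polarization · Test system – RBBP9 protein · Input – 2.5 µM RBBP9 dispensing solution, before mixing · Measure – percent inhibition from mP, scaled between DMSO and no-protein wells · Benchmarks – DMSO-treated enzyme wells and wells lacking RBBP9 · Times – preincubation 30 min plus labeling 45 min at 25 °C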
Starred values were filed as active, the others as inactive; · = no result given; & = joins results of further samples; [ ] = remark or other dose. Only part of the results is shown, so the mix of outcomes need not match the whole.

SMILES	Furin inh	p97 ATPase inh	TbHK1 inh	PPC-1+TRAIL kill	PGE2 EP2 inh	Ba/F3 V617F tox	p47phox inh	BaF3 parental	RBBP9 inhibitor
Cc1cc(C)c(OCC(=O)Nc2cccc(NC(=O)c3ccco3)c2)c(Br)c1	-13	-7	1	-16	13	4	-16	3	-27
Cc1ccc(NC(=O)c2ccc(CSc3nnc(-c4ccncc4)n3C)cc2)c(C)c1	-9[20 µM]	1	-5	30	19	2	-4	7	-10
COc1cc(C(=O)NC2CCCNC2)cc(OC)c1OC (stereo unspecified)	·	2	·	14	16	-2	-16	-4	3
O=C(NNC(=S)NC1CC2C=CC1C2)c1cccnc1 (stereo unspecified)	-9	6	-28	18	15	-3	-11	3	-7
O=C1C=C(NC2CCCC2)CC(c2ccccc2)C1 (stereo unspecified)	-34	9	-2	2	14	-3	-3	8	-3
CCC1CCCN1Cn1cnc2c([nH]c3ccc(C)cc32)c1=O (stereo unspecified)	-57	6	-8	11	7	-2	-3	3	-1
CN(C)/C=C1\N=C(c2cccnc2Oc2ccc(Cl)cc2)OC1=O	1	0	-21	-7	4	2	2	2	3
CC1CCN(c2nc(-c3cccnc3)nc3scc(-c4ccccc4)c23)CC1	-12	-2	-5	6	3	4	-63	9	-5
CC1(C)NC(=O)N(CC(O)COC2CCCCC2)C1=O (stereo unspecified)	-11	-1	5	8	·	2	41*	2	-10
Cc1cc(C)n(S(=O)(=O)c2ccc(C)c(C)c2C)n1	-18[20 µM]	-2	2	10	4	1	2	6	-9
COc1ccc(S(=O)(=O)N(Cc2nc3ccccc3c(=O)[nH]2)C2CCCC2)cc1	-19	3	-8	-12	10	-4	-15	-1	-4
COc1ccccc1-n1c(CNc2c(C)cccc2C)nnc1SCC(=O)N1CCOCC1	-17	-2	0	-22	15	0	8	3	-6
CN(C)C(=O)c1ccc(NC(=O)c2cccnc2)cc1	-4[20 µM]	-5	2	12	5	4	-1	1	-1
Cn1nnnc1SCCNS(=O)(=O)c1ccccc1	-2	2	24	8	13	1	-9	4	1
O=C(COC(=O)/C=C/c1cccc(C(F)(F)F)c1)NCc1ccc(F)cc1	-16	5	-2	18	10	-2	-5	2	-5
CC(=O)Cc1ccccc1OCC(=O)O	-3[20 µM]	8	0	26	10	-6	2	1	1
CCOC(=O)c1ccc(N2C(=O)c3n[nH]c(C)c3C2c2ccc(OC)c(OC)c2)cc1 (stereo unspecified)	0	1	5	19	6	-1	-8	5	-5
COc1ccccc1CN(C)c1nnnn1-c1ccccc1	-20	-2	-5	7	16	-1	-11	3	-4
CC(SC1=NCCS1)C(=O)Nc1nnc(-c2ccc(Br)cc2)s1 (stereo unspecified)	-33	3	-16	6	10	-4	-7	-4	2
NC(=O)c1ccc(N2CCN(c3ncc(C(F)(F)F)cc3Cl)CC2)cc1	-25	-2	-15	0	2	1	-14	2	-2
COc1ccc(NC(=O)CN(C)S(=O)(=O)c2ccc(C)cc2)c([N+](=O)[O-])c1	-17	6	-2	4	7	-1	4	5	-1
Cc1ccc(S(=O)(=O)N2CCC[C@H]2C(=O)OC(C)C(=O)Nc2ncc(Cl)cc2Cl)cc1 (stereo partly specified)	-20[20 µM]	-3	1	-1	13	1	2	10	-7
CCCCC(=O)Nc1ccc(C(=O)NCCc2ccccc2)cc1	-16	1	5	10	6	0	2	1	0
N#CC1=C(N)Oc2n[nH]c(-c3cccnc3)c2C1c1cc(F)ccc1F (stereo unspecified)	-16	2	-1	14	8	-2	3	5	-8
O=C(COC(=O)CCSc1ccccc1)Nc1cc(F)ccc1F	-25	3	-2	16	13	-2	2	3	3
CC12CCC(c3nnc(SCC(=O)Nc4cccc5ccccc45)nc31)C2(C)C (stereo unspecified)	-31[20 µM]	1	4	-11	5	-1	-6	6	-6
Cc1ccc(C(=O)CSc2nc(C)cc(SCc3nnc(-c4ccccc4)o3)n2)cc1	-8	2	-2	40	6	-2	-7	3	1
COc1ccc(/C=N/NC(=O)CNC(=O)c2ccc(S(=O)(=O)N3CCOCC3)cc2)cc1OC	-28	2	-5	5	5	0	0	1	-6
CC(C)c1cc(C(F)(F)F)n2nc(C(=O)O)cc2n1	-1[20 µM]	-6	0	-2	8&8	8	-10	8	-3
O=C(CC(C(=O)O)P(=O)(c1ccccc1)c1ccccc1)c1ccccc1 (stereo unspecified)	-11	2	-1	18	8	-1	-3	-1	-7
CCN(CC)CCN1C(=O)C(=O)/C(=C(/O)c2ccc(OC)c(OC)c2)C1c1ccccn1 (stereo unspecified)	-2[20 µM]	0	-18	32	11	1	-8	4	-3
O=C(CC1=NC2(CCCC2)Cc2ccccc21)N1CCOCC1	-5	1	-19	13	6	-3	-19	1	3
c1coc(C2=Nc3cccc4cccc(c34)N2)c1	-21	3	-35	2	8	2	1	5	-4
CCn1c(=O)n(CC)c2cc([N+](=O)[O-])ccc21	-6[20 µM]	-3	-19	4	1	5	-16	10	-9
O=C(NCc1ccco1)c1ccc(S(=O)(=O)N2CCCc3ccccc32)cc1	-16	3	4	-8	6	-2	-4	1	-6
COc1ccc(-c2nnc(SCC(=O)Nc3ccc4c(c3)OCCO4)n2N)cc1OC	-22[20 µM]	0	-10	-2	7	2	-8	5	-2
Cc1ccc2nsnc2c1S(=O)(=O)NCCc1c(C)[nH]c2ccc(F)cc12	-12[20 µM]	-4	-7	-24	5	2	-313	4	-3
Cc1[nH]nc2c1C(c1ccc3c(c1)OCO3)C(C#N)=C(N)O2 (stereo unspecified)	-24[20 µM]	5	-4	-15	5	-2	-11	0	-7
COC(=O)C1C(=O)C=C(Nc2ccc(F)cc2)CC1c1ccc(OC)cc1 (stereo unspecified)	-22	-1	-19	-3	6	3	-9	8	-8
CSCCC1NC(=O)N(C(C)C(=O)Nc2cc(Cl)cc(Cl)c2)C1=O (stereo unspecified)	-25	2	-4	7	5	2	-11	11	-3
Cc1cc(C)n2nc(SCCCC(=O)c3ccccc3)nc2n1	-9	5	0	-9	5	-5	0	0	-3
CCOC(=O)C1C(=O)NC(c2ccccc2)=NC1c1ccc(Br)cc1 (stereo unspecified)	-16	4	2	34	3	-4	-4	-3	-5
CCCCN(C(=O)Cn1nnc2ccccc21)C(C(=O)NCCOC)c1ccc(OC)cc1 (stereo unspecified)	-19	-5	-7	1	11	-1	-6	0	-3
Cc1cc(Nc2cccc(F)c2)n2c(n1)nc1ccccc12	1[20 µM]	-4	8	19	15	7	-4	4	2
Cc1ccc(C2C(C(=O)c3ccco3)=C(O)C(=O)N2c2nnc(C)s2)cc1 (stereo unspecified)	-12[20 µM]	2	-8	9	28	-1	-20	2	-3
NC(=O)c1ccc(-c2ccccc2F)cc1	-28	2	1	7	2	0	5	-2	-5
O=C1C=C(NCCNc2c(F)c(F)c(CO)c(F)c2F)CCC1	-17[20 µM]	-2	0	27	16	1	-21	1	-10
COC(=O)c1cccc(C23CC4(C2)[C@H](CN(Cc2ccc(C(F)(F)F)cc2)[C@@H]4c2ccccc2)C3c2ccc(Cl)nc2)c1 (stereo partly specified)	-25	·	-3	-7	18	·	-14	·	·

The last 6 records of the part above come first, to join the parts:
SMILES	Furin inh	p97 ATPase inh	TbHK1 inh	PPC-1+TRAIL kill	PGE2 EP2 inh	Ba/F3 V617F tox	p47phox inh	BaF3 parental	RBBP9 inhibitor
CCCCN(C(=O)Cn1nnc2ccccc21)C(C(=O)NCCOC)c1ccc(OC)cc1 (stereo unspecified)	-19	-5	-7	1	11	-1	-6	0	-3
Cc1cc(Nc2cccc(F)c2)n2c(n1)nc1ccccc12	1[20 µM]	-4	8	19	15	7	-4	4	2
Cc1ccc(C2C(C(=O)c3ccco3)=C(O)C(=O)N2c2nnc(C)s2)cc1 (stereo unspecified)	-12[20 µM]	2	-8	9	28	-1	-20	2	-3
NC(=O)c1ccc(-c2ccccc2F)cc1	-28	2	1	7	2	0	5	-2	-5
O=C1C=C(NCCNc2c(F)c(F)c(CO)c(F)c2F)CCC1	-17[20 µM]	-2	0	27	16	1	-21	1	-10
COC(=O)c1cccc(C23CC4(C2)[C@H](CN(Cc2ccc(C(F)(F)F)cc2)[C@@H]4c2ccccc2)C3c2ccc(Cl)nc2)c1 (stereo partly specified)	-25	·	-3	-7	18	·	-14	·	·
Cc1cc(C)n(Cc2ccccc2)c(=O)c1S(=O)(=O)c1ccccc1	-11[20 µM]	2	-14	-11	9	3	-12	-2	4
CCOCCCNC(=O)/C(C#N)=C/c1ccccc1F	-23	4	-4	4	2	0	-6	4	1
C/C(N)=C(/C#N)C(=O)CSc1nnnn1-c1ccc(C)cc1C	-22	1	3	-2	10	-2	-13	2	-6
Cc1oc(-c2ccc(Cl)cc2)nc1CS(=O)CC(=O)NCCN1CCCC1 (stereo unspecified)	-28	-3	0	10	6	-2	-11	2	-7
c1ccc2c(Nc3ccc4c(c3)OCCO4)c3c(nc2c1)CCC3	-9	6	-10	26	8	2	-7	9	0
COc1ccccc1N1CC(C)(C)C(=O)N(C(=O)c2c(F)cccc2Cl)C1=S	-16	6	-7	-4	4	-4	7	-1	0
O=C1c2ccccc2C(=O)N1CCCn1c(=O)oc2ccccc21	-16[20 µM]	5	3	6	5	-2	-3	2	8
O=C(O)CC(C(=O)OC1CCCCC1)N1CCOCC1 (stereo unspecified)	-14[20 µM]	-1	2	-3	14	0	-3	1	-7
COc1ccccc1-n1c2c(cc(C(=O)N3CCC(C)CC3)c1=O)C(=O)CC(C)(C)C2	-1	0	-8	-3	7	5	-5	6	-8
NC(=O)c1c(NC(=O)C2CCCO2)sc2c1CCCCC2 (stereo unspecified)	-23	5	2	9	7	-5	-15	-2	-4
Cc1nc(N2CCCCC2)sc1C=O	9	1	-52	3	11	-2	2	0	0
COc1ccc(OC)c(C2NC(=S)NC3=C2N2CCC3CC2)c1 (stereo unspecified)	-13	0	-2	4	0	3	-4	5	-13
N/C(=N\OC(=O)Cc1ccccc1)c1ccc(Br)cc1	-7	4	26	12	9	0	-10	6	-2
Cc1ccc(S(=O)(=O)N2CCCCC2)cc1C(=O)c1nccn1C	-3	1	5	-15	4	1	-3	5	-1
Cc1c(Cl)cccc1NC(=S)N1CCN(C(=O)C2CCCO2)CC1 (stereo unspecified)	-12	3	4	22	3	-3	3	1	3
Cc1ccc(Cc2nnc3n(-c4ccccc4)nc(C(=O)c4ccccc4)n3c2=O)cc1	-6[20 µM]	-1	5	-1	3	-2	-9	-1	-7
Cc1ccc(NC2=NCC(Cc3ccc(Br)cc3)S2)cc1 (stereo unspecified)	-10	-10	24	-1	11	1	-2	7	-10
COc1cc(NC(=S)NNC(=O)CC(C)C)c(OC)cc1Cl	-16	-1	3	12	3	5	-3	8	-1
C/C(=N\NC(=O)c1c(C)nc2ccccn12)c1cccc([N+](=O)[O-])c1	0	-5	-8	-31	9	3	3	6	-11
O=C(O)c1cn(-c2ccc(N3CCCC3)c(F)c2)c2c(F)c(F)c(F)cc2c1=O	-10	2	3	14	4	3	-15	15	3
